# Screens from PubChem BioAssay.
# Dynein transport: blocks dynein driven cargo transport along microtubules; 3617.4 mouse cells, GR-EGFP nuclear translocation imaging; test concentration mostly 20 µM; stimulated with dexamethasone, 1 µM; active compounds read low; z-score, hits read low; 220,000 tested, 0.47% active; AID 1381;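 active = plate z-score of nuclear minus cytoplasmic receptor signal below a set negative limit, without overly bright fluorescence or cell loss, cut at about -3.5 in these data, passing the limit was not always enough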;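 also: z-score of nuclear minus cytoplasmic ring GR-EGFP intensity difference per well; some compounds called inactive have numbers as strong as hits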
#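 Buffer or medium: tet-free medium with charcoal-stripped serum / Also added: dexamethasone agonist, 1.0 µM final, for 30 min / Timing: induction 48 h, compound 1 h, agonist 30 min / Measured by: high-content fluorescence imaging after fixation / Read-out: nuclear-to-cytoplasmic GR-EGFP distribution per well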
# NOD2 inhibition: NOD2 signaling inhibitors, cell-based, luminescence, uHTS, HEK293 (AID 1566); inhibition, % at 4 µM, or EC50 in µM where a hit was titrated; HEK293 NOD2/NF-kB luciferase reporter, luminescence; higher % means a stronger effect; 290,000 tested, 0.63% active; in the data active = inhibition above about 50%; also: many of its hits are not listed in these tables
# M17LAP inhibition: P. falciparum M17LAP inhibitors, primary screen, biochemical, fluorogenic H-Leu-NHMec substrate, 1536-well (AID 1619); recombinant M17LAP, H-Leu-NHMec fluorogenic kinetic assay; higher % means a stronger effect; inhibition, % at 30 µM, or IC50 in µM where a hit was titrated; 220,000 tested, 0.38% active;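 active = compound inhibiting the enzyme by more than half at any dose during confirmatory dose-response retesting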;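 also: plate controls were full reaction with DMSO carrier for no effect and no enzyme background for full effect; strong numbers were not always called active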
# Autophagy HCS: autophagy modulation, high-content screen | MEF GFP-LC3 puncta imaging; test concentration mostly 10 µM | calls only at 10 µM (by protocol) | 190,000 tested, 0.98% active | AID 463193;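 active = percentage of spot-positive cells more than 3 SD above its plate mean, without a fluorescence outlier flag or 80% toxicity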;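 also: spot-positive cell cutoff set from DMSO-treated cells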
# MT stabilize HCS: microtubule stabilizers in HeLa cells; 200,000 tested, 0.83% active; HeLa tubulin immunostaining HCS, 24 h; share of cells brighter than vehicle mean+2SD; % tubulin-high responders, % at 10 µM;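 active = plate Z-score above 3 for both tubulin-high and condensed-nucleus cell shares, with cell loss under 80%, at 10 µM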;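 also: anti alpha tubulin signal scored within the nucleus-defined area of each cell; some results filed as inactive read as strong as hits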
# NOD1 NF-kB reporter: NOD1 signaling inhibitors, primary screen, cell-based, luminescence, uHTS (AID 1578); inhibition, % at 4 µM; hits with a dose series show EC50 in µM; NOD1-driven NF-kB luciferase reporter cells, luminescence; higher % means a stronger effect; 290,000 tested, 1% active; in the data active = inhibition mostly above about 36%, no sharp cut-off; inactive = mostly below about 34%;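 also: HEK-293T reporter cells stimulated with the NOD1 agonist gamma-tri-DAP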
# Insulin prom up: MIN6 insulin promoter up-regulation; MIN6 insulin promoter-GFP reporter, high-content imaging; active compounds read high; z-score at 5 µM; 190,000 tested, 0.3% active; AID 1625;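 active = z-score above 3 at 5 µM with at least 500 cells counted in the well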
# Yfh1-depleted yeast: enhancers of respiration in Yfh1-depleted yeast, dose response, Friedreich's ataxia, plus single-dose screen (AID 1465); S. cerevisiae Yfh1-off respiration, WST-1 reduction, 72 h; higher fold induction means a stronger effect; one-dose fold induction at 50 µM; EC50 in µM for titrated hits; 220,000 tested, 0.074% active;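 active = fold induction of absorbance versus untreated yeast above a set limit, then at least 30% activation at any dose in follow-up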;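 also: activators that raise dye reduction in frataxin-depleted yeast; strong numbers were not always called active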
# bCat nuc transl: alters nuclear translocation of beta-catenin in HeLa cells | AID 1665 | nuclear translocation activity, % at 5 µM | immunofluorescence imaging | 190,000 tested, 0.3% active;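 active = nuclear translocation activity above 50% at 5 µM, with a well cell count of 50 or more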;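 also: per-cell ratio of nuclear to cytoplasmic median beta-catenin stain intensity; plate controls were DMSO negative control for no effect and GSK-3 inhibitor IX positive control for full effect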
#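 Test system: human HeLa cells, endogenous beta-catenin. Times: 24 h compound exposure, 37°C. Measured by: beta-catenin immunofluorescence imaging with DAPI.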
# Dynein transport cytoplasmic EGFP: also measured in Dynein transport; calls as there; z-score; measured here: cytoplasmic GR-EGFP intensity; active compounds read high
# Dynein transport nuclear GR-EGFP: further read-out of Dynein transport, marked with its call; z-score; measured here: nuclear GR-EGFP intensity;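 lower value marks the stronger effect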
# Dynein transport cell count: also measured in Dynein transport; calls as there; z-score; measured here: cell count per field
# Insulin prom up cell count: second read-out of Insulin prom up, no call of its own (marks repeat the call); cell count; measured here: cytotoxicity, nuclei count;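 total cells summed across four imaged fields per well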
# bCat nuc transl cell count 5 µM: also measured in bCat nuc transl; calls as there; cell count; measured here: cell count, cytotoxicity flag
# MT stabilize HCS Hoechst-high %: also measured in MT stabilize HCS; calls as there; % Hoechst-high responders; measured here: nuclear condensation Hoechst responders;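 share of cells brighter than vehicle mean plus two SD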
# MT stabilize HCS cytotoxicity %: also measured in MT stabilize HCS; calls as there; toxicity, %; measured here: cytotoxicity by cell density;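 0% = mean cell density of plate MIN control wells and 100% = no cells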
# Autophagy HCS cell loss 18 h: recorded beside Autophagy HCS, whose call it bears; toxicity, %; measured here: cell loss, nuclei count;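 cell loss after 18 h compound exposure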
# * = called active by the depositor; i = inactive; . = no result given; & = joins results of further samples. Only part of the results is shown; count on the stated rates, not on these rows.
SMILES,Dynein transport,Dynein transport cytoplasmic EGFP,Dynein transport nuclear GR-EGFP,Dynein transport cell count,NOD2 inhibition,M17LAP inhibition,Autophagy HCS,Autophagy HCS cell loss 18 h,MT stabilize HCS,MT stabilize HCS Hoechst-high %,MT stabilize HCS cytotoxicity %,NOD1 NF-kB reporter,Insulin prom up,Insulin prom up cell count,Yfh1-depleted yeast,bCat nuc transl,bCat nuc transl cell count 5 µM
Cc1ccc(-c2csc3nc[nH]c(=S)c23)cc1,-0.72,-0.3,-0.67,0.57,26%,6%,i,16,2.1,2.0,9.4,57%,-0.01,1378,i,-3.7,576
Cc1cccnc1NC(=O)Nc1ccc(F)cc1,-0.35,-0.31,-0.016,0.35,-88%,12%,i,-15,6.6,2.9,0.6,-73%,-0.19,976,i,-0.7,1203
COCCNC(=O)c1onc(CSc2ccccc2)c1C(=O)O,-0.24,-0.23,-0.77,1,15%,9%,i,11,2.7,1.6,5.5,15%,-0.19,1734,i,0.2,1318
CCOc1ccc(C(=O)c2ccccc2C(=O)O)cc1OCC,-0.74,0.092,0.42,0.22,2%,9%,i,-1,3.4,2.3,7.3,-35%,-1,1208,i,-0.7,1043
Oc1ccc(NC(=S)Nc2ccccc2)cc1,-0.83&-1.2,-0.28&-0.13,-0.5&-0.77,1.3&0.93,4%&-20%,8%&11%,i,2,1.6,2.6,8.3,0%&-16%,-0.15&1.8,1077&1133,i,1.4,1270
CCN1C(=O)c2cccc3c(S(=O)(=O)NCc4ccco4)ccc1c23,-1.1,-0.21,0.065,1.7,4%,-17%,i,3,2.5,3.1,8.3,-23%,.,.,i,.,.
O=C(O)C1CCC(=O)N1C1CCCC1 (stereo not given),-0.75,-0.18,-0.16,0.58,6%,-11%,i,-24,6.3,1.8,14,-9%,0.05,1803,i,-2.3,1119
Cc1nc2c(n1C1CCCCC1)C(=O)c1ccccc1C2=O,-0.74,0.058,-0.24,-0.31,6%,2%,i,2,1.3,0.9,8.7,19%,-0.88,1634,.,-2.1,1350
COC(=O)CCCC(=O)NC(C)c1cnn(-c2ccccc2C)c1C (stereo not given),-0.84,-0.32,-0.6,0.64,6%,8%,i,2,1.9,2.8,7.1,-50%,-0.06,1414,i,1.6,1033
CCOc1ccc(-n2ccnc2SCC(=O)N2CCCc3ccccc32)cc1,-0.6,-0.21,-0.44,0.28,3%,3%,i,8,6.4,2.7,11,-21%,1.7,1467,i,2.7,1073
Nc1nc2c(ncn2COCCO)c(=O)[nH]1,0.19,-0.27,0.29,0.51,7%,1%,i,-35,3.0,2.1,2.5,-28%,.,.,i,-2.7,564
COc1ccc(N2CCCC2=N)c(OC)c1,1.4,-0.14,1.5,-1.7,3%,2%,.,.,.,.,.,-5%,0.51,1080,i,-0.3,1276
COCCNS(=O)(=O)c1ccc(-c2ccc(Cl)cc2)cc1,0.4,-0.17,0.31,-0.54,-1%,4%,i,7,4.6,1.5,5.1,-2%,.,.,i,3.0,1017
CCN1CCN(C(=O)c2c(-c3c(F)cccc3Cl)noc2C)CC1,-0.27,-0.17,0.061,0.55,-9%,-3%,i,-3,2.0,1.7,8.4,2%,-0.03,823,.,-5.3,1019
O=C(CSCC(=O)NC1CC1)Nc1ccc2ccccc2c1,-0.32,-0.25,-0.59,-0.26,9%,9%,i,-7,2.4,2.3,8.1,-6%,.,.,i,-0.5,1139
O=[N+]([O-])c1cccc(/C=N/Nc2nc(N3CCCCC3)nc(N3CCCCC3)n2)c1,0.023,-0.31,0.15,-0.11,-9%,12%,i,10,1.2,2.4,1.1,-12%,0.02,1047,i,.,.
CCOC(=O)N1CCC(N2C(=O)c3cc(C(=O)NC4CCCCC4)ccc3C2O)CC1 (stereo not given),-0.31,-0.22,0.0088,0.72,12%,-6%,i,5,3.5,3.1,3.5,13%,0.47,987,i,.,.
Cc1ccc(-n2cc(CNCCn3nc(C)cc3C)c(-c3ccc(F)cc3)n2)cc1,-1.1,-0.26,-0.3,0.49,-39%,1%,i,5,1.9,2.4,8.1,-19%,.,.,i,-0.2,954
O=C(COC(=O)Cc1ccc(F)cc1)Nc1cc(S(=O)(=O)N2CCOCC2)ccc1N1CCCC1,0.33,0.03,0.37,-0.62,8%,2%,i,7,6.2,1.7,8.9,-12%,-0.07,1518,i,-0.7,1072
Cc1ccc(CNc2ncc(-c3ccccc3)n2C)o1,-0.96,-0.24,-0.37,0.64,-15%,19%,i,-8,3.1,1.7,8.6,-33%,1.7,1508,i,-0.7,1182

# 8 entries from above, bar-delimited.
SMILES | Dynein transport | Dynein transport cytoplasmic EGFP | Dynein transport nuclear GR-EGFP | Dynein transport cell count | NOD2 inhibition | M17LAP inhibition | Autophagy HCS | Autophagy HCS cell loss 18 h | MT stabilize HCS | MT stabilize HCS Hoechst-high % | MT stabilize HCS cytotoxicity % | NOD1 NF-kB reporter | Insulin prom up | Insulin prom up cell count | Yfh1-depleted yeast | bCat nuc transl | bCat nuc transl cell count 5 µM
Cc1ccc(-c2csc3nc[nH]c(=S)c23)cc1 | -0.72 | -0.3 | -0.67 | 0.57 | 26% | 6% | i | 16 | 2.1 | 2.0 | 9.4 | 57% | -0.01 | 1378 | i | -3.7 | 576
Cc1cccnc1NC(=O)Nc1ccc(F)cc1 | -0.35 | -0.31 | -0.016 | 0.35 | -88% | 12% | i | -15 | 6.6 | 2.9 | 0.6 | -73% | -0.19 | 976 | i | -0.7 | 1203
COCCNC(=O)c1onc(CSc2ccccc2)c1C(=O)O | -0.24 | -0.23 | -0.77 | 1 | 15% | 9% | i | 11 | 2.7 | 1.6 | 5.5 | 15% | -0.19 | 1734 | i | 0.2 | 1318
CCOc1ccc(C(=O)c2ccccc2C(=O)O)cc1OCC | -0.74 | 0.092 | 0.42 | 0.22 | 2% | 9% | i | -1 | 3.4 | 2.3 | 7.3 | -35% | -1 | 1208 | i | -0.7 | 1043
Oc1ccc(NC(=S)Nc2ccccc2)cc1 | -0.83&-1.2 | -0.28&-0.13 | -0.5&-0.77 | 1.3&0.93 | 4%&-20% | 8%&11% | i | 2 | 1.6 | 2.6 | 8.3 | 0%&-16% | -0.15&1.8 | 1077&1133 | i | 1.4 | 1270
CCN1C(=O)c2cccc3c(S(=O)(=O)NCc4ccco4)ccc1c23 | -1.1 | -0.21 | 0.065 | 1.7 | 4% | -17% | i | 3 | 2.5 | 3.1 | 8.3 | -23% | . | . | i | . | .
O=C(O)C1CCC(=O)N1C1CCCC1 (stereo not given) | -0.75 | -0.18 | -0.16 | 0.58 | 6% | -11% | i | -24 | 6.3 | 1.8 | 14 | -9% | 0.05 | 1803 | i | -2.3 | 1119
Cc1nc2c(n1C1CCCCC1)C(=O)c1ccccc1C2=O | -0.74 | 0.058 | -0.24 | -0.31 | 6% | 2% | i | 2 | 1.3 | 0.9 | 8.7 | 19% | -0.88 | 1634 | . | -2.1 | 1350

# Next compounds follow:
SMILES,Dynein transport,Dynein transport cytoplasmic EGFP,Dynein transport nuclear GR-EGFP,Dynein transport cell count,NOD2 inhibition,M17LAP inhibition,Autophagy HCS,Autophagy HCS cell loss 18 h,MT stabilize HCS,MT stabilize HCS Hoechst-high %,MT stabilize HCS cytotoxicity %,NOD1 NF-kB reporter,Insulin prom up,Insulin prom up cell count,Yfh1-depleted yeast,bCat nuc transl,bCat nuc transl cell count 5 µM
NC(=O)C(c1ccccc1)C1CCCC1 (stereo not given),0.084,-0.25,-0.02,-0.65,9%,-6%,i,1,2.5,2.4,7.5,-16%,0.32,1874,i,-0.9,1009
Cc1ccc(N2CC(O)=C(c3ccccc3)C2=N)cc1,0.79,-0.13,0.33,-0.12,-9%,15%,i,15,2.2,1.7,0.9,-7%,-0.86,1256,i,0.9,1071
NC(=S)Nc1ccc(F)cc1F,0.59,-0.27,0.21,0.8,13%,3%,.,.,.,.,.,-1%,0.15,1311,i,0.6,1314
CC(Sc1nc2ccccc2n1C)C(=O)Nc1ccc(N2CCOCC2)cc1 (stereo not given),1.8,-0.29,0.92,-0.77,2%,-3%,i,23,1.8,1.2,0.3,-31%,.,.,i,1.2,533
Cc1ccccc1-c1nc2cc(Cl)ccc2o1,-0.65,-0.028,-0.095,0.16,-61%,-9%,i,0,3.5,1.5,1.5,-47%,0.66,1540,i,0.6,1431
Cc1ccc(C2=NN(C(=O)CCCC(=O)O)C(c3ccco3)C2)cc1 (stereo not given),0.68,-0.24,0.45,-0.044,-2%,6%,i,-3,3.0,1.8,6.0,-32%,1.8,1210,i,0.5,1567
O=C(N/N=C/c1ccc(Br)o1)c1cccnc1,-0.66,-0.31,-0.58,0.8,13%,36%,i,9,1.5,3.3,5.1,-42%,.,.,i,-2.3,929
Cc1nn(C(=O)c2cccs2)c(C)c1CN1C(=O)c2ccccc2C1=O,-0.73,-0.24,-0.038,1.1,16%,-14%,i,8,2.0,1.2,5.4,-17%,-0.24,911,i,.,.
CC(C)C1=C2CCCCC2NC(=O)N1 (stereo not given),0.5,-0.32,0.44,-0.15,-6%,68%,i,-3,2.6,1.6,5.5,-7%,-0.22,983,i,-1.8,1138
CCc1ccc(C(=O)N/N=C/c2cccc3ccccc23)nc1,0.57,-0.21,0.41,0.66,-40%,-8%,i,-12,2.3,3.3,8.4,-41%,0.37,1516,i,5.1,1105
Cn1cnnc1SCc1ccc(C(=O)N/N=C(\CCC(=O)O)c2ccc(C(C)(C)C)cc2)cc1,-0.64,-0.24,-0.45,1.1,-14%,6%,i,-19,2.5,3.2,5.3,-48%,.,.,i,-2.0,945
O=[N+]([O-])c1cc(C(F)(F)F)ccc1N/N=C/c1cc2ccccc2nc1Cl,0.7,0.53,0.39,-1.2,-2%,6%,i,6,5.4,1.4,0.4,-3%,0.13,1583,.,-3.0,1369
O=C(Nc1ccc2ccccc2n1)C1CCCCC1,0.76,-0.17,1.5,-1.5,-149%,2%,.,.,.,.,.,1%,0.11,1025,i,-0.8,1356
